Screens: PubChem, several laboratories
3CLpro inhibitor: SARS-CoV 3CLpro protease inhibition | P0C6X7 | recombinant SARS-CoV 3CLpro, quenched FRET peptide cleavage | inhibition, % at 6 µM | 290,000 compounds, 0.14% hits; in the data active means inhibition above about 12%
Rv3671c protease: inhibitors of M. tuberculosis serine protease Rv3671c | P9WHR9 | inhibition, % at 5.96 µM | 320,000 compounds, 0.048% hits | AID 2606; in the data active means inhibition above about 38%;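 further: extracellular domain of Rv3671c used as enzyme; 0% = enzyme with DMSO and 100% = no enzyme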
PrPC surface inh: reduces human prion protein on the cell surface; inhibition, % at 13.8 µM; cell surface PrPC, TR-FRET read-out; 370,000 compounds, 0.43% hits; in the data active means inhibition above about 24%; further: 0% = median of the test wells and 100% = reference compound wells
BoNT A protease: BoNT A light chain protease inhibition; multiplex microsphere protease substrate cleavage, flow cytometry; inhibition, % at 10 µM; 360,000 compounds, 0.17% hits; AID 588499; further: plate controls were buffer without enzyme for full effect and enzyme alone for no effect
Anthrax LF prot: blocks Bacillus anthracis lethal factor protease. P15917. multiplex microsphere protease cleavage assay, LF. inhibition, % at 10 µM. 360,000 compounds, 0.12% hits. AID 588501; further: plate controls were buffer without enzyme for full effect and enzyme alone for no effect
Target sequence (P15917 whole entry, looked up): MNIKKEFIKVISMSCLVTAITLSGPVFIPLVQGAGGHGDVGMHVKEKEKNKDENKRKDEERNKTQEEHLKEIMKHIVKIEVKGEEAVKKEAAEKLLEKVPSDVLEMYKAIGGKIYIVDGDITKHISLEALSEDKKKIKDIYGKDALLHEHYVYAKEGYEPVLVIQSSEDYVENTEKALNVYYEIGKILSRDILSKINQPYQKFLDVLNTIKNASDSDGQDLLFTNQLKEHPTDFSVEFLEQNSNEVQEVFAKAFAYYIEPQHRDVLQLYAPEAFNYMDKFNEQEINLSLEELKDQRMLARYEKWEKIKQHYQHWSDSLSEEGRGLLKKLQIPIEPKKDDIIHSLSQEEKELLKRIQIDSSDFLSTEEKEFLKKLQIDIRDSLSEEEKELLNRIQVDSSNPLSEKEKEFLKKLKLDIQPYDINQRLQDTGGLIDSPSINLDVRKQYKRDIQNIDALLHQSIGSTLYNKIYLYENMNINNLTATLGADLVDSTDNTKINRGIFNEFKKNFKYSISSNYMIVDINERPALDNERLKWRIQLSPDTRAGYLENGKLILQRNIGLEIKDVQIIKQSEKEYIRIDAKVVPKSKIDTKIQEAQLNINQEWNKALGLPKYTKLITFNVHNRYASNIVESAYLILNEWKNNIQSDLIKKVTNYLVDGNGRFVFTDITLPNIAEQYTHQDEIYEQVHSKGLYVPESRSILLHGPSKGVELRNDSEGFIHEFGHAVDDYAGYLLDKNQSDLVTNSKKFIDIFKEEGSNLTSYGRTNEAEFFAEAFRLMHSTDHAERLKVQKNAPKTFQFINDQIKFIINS
BoNT F protease: inhibitors of Botulinum neurotoxin F light chain protease. 360,000 compounds, 0.22% hits. inhibition, % at 10 µM. Multiplex microsphere protease cleavage assay, flow cytometry; in the data active means inhibition above about 35%, passing the limit was not always enough; inconclusive means no clear call, values can overlap the other calls; further: plate controls were buffer without enzyme for full effect and enzyme alone for no effect
MazEF act: MazEF (E. coli) toxin RNase activation | AID 504720 | activation, % at 20 µM | FAM/BHQ RNA-DNA oligo cleavage fluorescence, 5 h | 350,000 compounds, 0.32% hits; in the data active means activation above about 50%
Target sequence (P0AE70 whole entry, looked up): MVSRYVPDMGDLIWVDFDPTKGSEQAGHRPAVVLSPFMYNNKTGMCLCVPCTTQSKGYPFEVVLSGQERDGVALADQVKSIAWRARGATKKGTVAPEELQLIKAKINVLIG
CCHF vOTU inh: blocks the CCHF virus ovarian tumor domain protease. CCHFV vOTU protease, Pep-AMC fluorescence. inhibition, % at 11.5 µM. 370,000 compounds, 0.55% hits. AID 651958; in the data active means inhibition above about 30%; further: 0% = vehicle wells with enzyme and 100% = no enzyme wells
PriA SSB inh: blocks PriA binding to SSB C-terminal tail | 430,000 compounds, 0.6% hits | AlphaScreen SSBct-PriA binding, biotinylated peptide | inhibition, % at 33 µM; in the data active means inhibition mostly above about 37%, no sharp cut-off; inactive means mostly below about 20%;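 further: plate controls were negative control peptide for no effect and reference peptide for full effect; strong numbers were not always called active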
DUSP3 inh: inhibitors of human VHR1 phosphatase (DUSP3); recombinant VHR phosphatase, pNPP absorbance; P51452; 290,000 compounds, 0.52% hits; inhibition, % at 13.3 µM; in the data active means inhibition above about 50%; further: some compounds called inactive have numbers as strong as hits
Numbers without * were called inactive. Unless noted, no stated cut-off is given here; in the data, active means inhibition above about 30%; inconclusive means no clear call, values can overlap the other calls; inactive means below that.

How did CCOC(=O)c1cnc(SCC(=O)Nc2ccc(NC(C)=O)c(OC)c2)nc1N do in these assays?
3CLpro inhibitor: -4; Rv3671c protease: -1; PrPC surface inh: 2; BoNT A protease: -1.6; Anthrax LF prot: inconclusive; BoNT F protease: 4; MazEF act: 6; CCHF vOTU inh: 4; PriA SSB inh: 4; DUSP3 inh: 1

What do the screens show for `CCOC(=O)C12CNC(=O)C(C(=O)OCC)(CNC1=O)C2`?
3CLpro inhibitor: -8; Rv3671c protease: 4; PrPC surface inh: -4; BoNT A protease: -0.4; Anthrax LF prot: -4; BoNT F protease: -3; MazEF act: 3; CCHF vOTU inh: -4; PriA SSB inh: 8; DUSP3 inh: 19

How did CCC(c1nc2ccccc2[nH]1)N(C(=O)C1=NNC(=O)CC1)c1ccccc1 (centres undefined) do in these assays?
PrPC surface inh: -1; BoNT A protease: 0.1; Anthrax LF prot: 4; BoNT F protease: 0; CCHF vOTU inh: -3

How did CCN(C(=O)CSc1n[nH]c(N)n1)c1cccc2ccccc12 do in these assays?
Rv3671c protease: -8; PrPC surface inh: 6; BoNT A protease: 1.8; Anthrax LF prot: -2; BoNT F protease: -2; MazEF act: 4; CCHF vOTU inh: -3; PriA SSB inh: -1

What do the screens show for `Cc1[nH]n(C(N)=S)c(=O)c1N=Nc1ccccc1C(F)(F)F`?
3CLpro inhibitor: 1; Rv3671c protease: 10; PrPC surface inh: -3; BoNT A protease: -2.8; Anthrax LF prot: 16; BoNT F protease: -24; MazEF act: 5; CCHF vOTU inh: 22; PriA SSB inh: -20; DUSP3 inh: -1

How did CCN(CCN1CCCC1)C(=O)C1CCC(=O)N(CCCN2CCOCC2)C1 (centres undefined) do in these assays?
3CLpro inhibitor: -6; Rv3671c protease: -11; PrPC surface inh: 2; BoNT A protease: -1.9; Anthrax LF prot: -4; BoNT F protease: 7; MazEF act: 3; CCHF vOTU inh: 4; PriA SSB inh: -2; DUSP3 inh: 28

Results for CS(=O)(=O)c1ccc(C(=O)NNC(=O)c2ccccc2-n2cccc2)cc1 ?
Rv3671c protease: -4; PrPC surface inh: 8; BoNT A protease: -2.3; Anthrax LF prot: -7; BoNT F protease: 4; MazEF act: 4; CCHF vOTU inh: -3; PriA SSB inh: 13

Results for CC(C#N)Sc1ccc(S(=O)(=O)N2CCCCC2)cn1 (centres undefined) ?
Rv3671c protease: -9; PrPC surface inh: 2; BoNT A protease: 0.4; Anthrax LF prot: 2; BoNT F protease: -1; MazEF act: -30; CCHF vOTU inh: 9; PriA SSB inh: 1

How did CC1CCCC(NC(=O)COC(=O)c2cn(C)c3ccccc23)C1C (centres undefined) do in these assays?
Rv3671c protease: 0; PrPC surface inh: 1; BoNT A protease: -0.3; Anthrax LF prot: -2; BoNT F protease: 1; MazEF act: 0; CCHF vOTU inh: 25; PriA SSB inh: 0

Results for Nc1nnc(CCN2CCCCC2)s1 ?
3CLpro inhibitor: 5; Rv3671c protease: 7; PrPC surface inh: 5; BoNT A protease: -0.3; Anthrax LF prot: 0; BoNT F protease: 1; MazEF act: 4; CCHF vOTU inh: -13; PriA SSB inh: -3; DUSP3 inh: 5

Results for CC(=O)Oc1ccc(Cn2c(C)c(C(=O)NCCC#N)sc2=O)cc1 ?
PrPC surface inh: -2; BoNT A protease: 0.2; Anthrax LF prot: -8; BoNT F protease: 7; CCHF vOTU inh: 2

How did CC(NC(=O)COc1ccccc1)C1COc2ccccc2O1 (centres undefined) do in these assays?
3CLpro inhibitor: -2; Rv3671c protease: -3; PrPC surface inh: -3; BoNT A protease: -0.5; Anthrax LF prot: -3; BoNT F protease: 1; MazEF act: 1; CCHF vOTU inh: 3; PriA SSB inh: -10

By substructure: the compounds so far with a cyano group.
Results for CC(C#N)Sc1ccc(S(=O)(=O)N2CCCCC2)cn1 (centres undefined) ?
Rv3671c protease: -9; PrPC surface inh: 2; BoNT A protease: 0.4; Anthrax LF prot: 2; BoNT F protease: -1; MazEF act: -30; CCHF vOTU inh: 9; PriA SSB inh: 1

Results for CC(=O)Oc1ccc(Cn2c(C)c(C(=O)NCCC#N)sc2=O)cc1 ?
PrPC surface inh: -2; BoNT A protease: 0.2; Anthrax LF prot: -8; BoNT F protease: 7; CCHF vOTU inh: 2

(next part)
What do the screens show for `CC(C)OC(=O)C(C)Oc1ccc(C(=O)NCCc2ccccc2)cc1` (centres undefined)?
3CLpro inhibitor: 3; Rv3671c protease: 2; PrPC surface inh: 4; BoNT A protease: 0.4; Anthrax LF prot: 2; BoNT F protease: -5; MazEF act: 2; CCHF vOTU inh: -11; PriA SSB inh: -7; DUSP3 inh: 13

What do the screens show for `COc1ccc(C(=O)Nc2ccccc2C(=O)N/N=C/c2ccc(O)c(OC)c2)cc1`?
3CLpro inhibitor: 0; Rv3671c protease: -7; PrPC surface inh: 3; BoNT A protease: -0.5; Anthrax LF prot: 4; BoNT F protease: 7; MazEF act: 3; CCHF vOTU inh: 16; DUSP3 inh: 21

How did Cc1cccc(NC2=C(Cl)C(=O)OC2OC(C)C)c1 (centres undefined) do in these assays?
3CLpro inhibitor: 1; Rv3671c protease: 9; PrPC surface inh: 4; BoNT A protease: 0.5; Anthrax LF prot: -2; BoNT F protease: 2; MazEF act: 11; CCHF vOTU inh: 20; PriA SSB inh: -16; DUSP3 inh: 26

Results for Cc1ccc(-c2cc(C(=O)Nc3ccc(S(=O)(=O)Nc4ncccn4)cc3)c3ccccc3n2)cc1 ?
3CLpro inhibitor: -7; Rv3671c protease: -87; PrPC surface inh: -6; BoNT A protease: -0.8; Anthrax LF prot: -2; BoNT F protease: 0; MazEF act: 0; CCHF vOTU inh: 11; PriA SSB inh: -2; DUSP3 inh: -2

How did COc1cccc(-c2nc(NC(C)(C)C)c3ccccc3n2)c1O do in these assays?
3CLpro inhibitor: 1; Rv3671c protease: 4; PrPC surface inh: 4; BoNT A protease: -0.7; Anthrax LF prot: 3; BoNT F protease: -10; MazEF act: 5; CCHF vOTU inh: -1; PriA SSB inh: -10; DUSP3 inh: -10

How did Cc1ccc(-c2csc(NCCn3c(-c4ccncc4)nc4ccccc43)n2)cc1 do in these assays?
3CLpro inhibitor: -4; Rv3671c protease: -14; PrPC surface inh: 17; BoNT A protease: -0.8; Anthrax LF prot: -2; BoNT F protease: -2; MazEF act: 9; CCHF vOTU inh: 21; PriA SSB inh: 5; DUSP3 inh: 41

Results for CC(Nc1ccccc1N1CCCCC1)C(=O)N1CCc2ccccc21 (centres undefined) ?
3CLpro inhibitor: 2; Rv3671c protease: -3; PrPC surface inh: 7; BoNT A protease: -0.1; Anthrax LF prot: -5; BoNT F protease: -4; MazEF act: 5; CCHF vOTU inh: 2; PriA SSB inh: 9; DUSP3 inh: 4

What do the screens show for `CC(C)C(Nc1ccc(S(=O)(=O)N2CCOCC2)cc1[N+](=O)[O-])C(=O)O` (centres undefined)?
3CLpro inhibitor: 10; Rv3671c protease: -6; PrPC surface inh: -5; BoNT A protease: -0.6; Anthrax LF prot: 0; BoNT F protease: -2; MazEF act: 7; CCHF vOTU inh: -4; PriA SSB inh: 1; DUSP3 inh: 14

What do the screens show for `CCn1cc(C(=O)NC2CC(C)(C)Cc3c2cnn3-c2cccc(F)c2)cn1` (centres undefined)?
3CLpro inhibitor: 3; Rv3671c protease: -6; PrPC surface inh: 3; BoNT A protease: -0.5; Anthrax LF prot: 3; BoNT F protease: -12; MazEF act: 1; CCHF vOTU inh: -1; PriA SSB inh: 13; DUSP3 inh: 18

How did CN(C(=O)CSc1ncnc2sccc12)c1c(N)n(Cc2ccccc2)c(=O)[nH]c1=O do in these assays?
3CLpro inhibitor: 0; Rv3671c protease: 0; PrPC surface inh: 1; BoNT A protease: -0.8; Anthrax LF prot: -1; BoNT F protease: 0; MazEF act: 15; CCHF vOTU inh: -12; PriA SSB inh: -9; DUSP3 inh: 17

Results for C=CCC1NS(=O)(=O)O[C@H](CCCC)[C@@H]1O (some centres undefined) ?
3CLpro inhibitor: -5; Rv3671c protease: 1; PrPC surface inh: 2; BoNT A protease: 0.2; Anthrax LF prot: -4; BoNT F protease: 4; MazEF act: 7; CCHF vOTU inh: 11; PriA SSB inh: -23; DUSP3 inh: 17

Results for Cc1ccc(C(O)P(=O)(Oc2ccccc2)Oc2ccccc2)cc1 (centres undefined) ?
Rv3671c protease: 4; PrPC surface inh: -2; BoNT A protease: -0.1; Anthrax LF prot: -4; BoNT F protease: -3; MazEF act: 0; CCHF vOTU inh: 6; PriA SSB inh: 0

Results for COc1ccccc1NC(=O)C(=O)/C=C(\O)c1ccccc1 ?
3CLpro inhibitor: -4; Rv3671c protease: 9; PrPC surface inh: 4; BoNT A protease: -0.2; Anthrax LF prot: -6; BoNT F protease: -6; MazEF act: -7; CCHF vOTU inh: -10; DUSP3 inh: 30

What do the screens show for `CCOC(=O)c1c(/N=C/c2c(O)n(-c3cccc(C)c3)c(=O)[nH]c2=O)sc2c1CCCC2`?
3CLpro inhibitor: -3; Rv3671c protease: 0; PrPC surface inh: -3; BoNT A protease: -0.1; Anthrax LF prot: -1; BoNT F protease: -1; MazEF act: 10; CCHF vOTU inh: 6; DUSP3 inh: 1

What do the screens show for `CC1=NN(c2ccccc2)C(=O)C1C(=O)c1ccccc1` (centres undefined)?
3CLpro inhibitor: -1; Rv3671c protease: -13; PrPC surface inh: 1; BoNT A protease: -0.5; Anthrax LF prot: -2; BoNT F protease: -4; MazEF act: 8; CCHF vOTU inh: -7; PriA SSB inh: -7; DUSP3 inh: 13

Results for O=C(O)c1ccc(C2SCC(=O)N2Cc2ccccc2)cc1 (centres undefined) ?
3CLpro inhibitor: 0; Rv3671c protease: -10; PrPC surface inh: -2; BoNT A protease: 0.6; Anthrax LF prot: 0; BoNT F protease: 0; MazEF act: 8; CCHF vOTU inh: -1; PriA SSB inh: -7; DUSP3 inh: -10

How did CCOC(=O)C1CCCN(C(=O)c2cc3cc(OC)c(OC)cc3[nH]2)C1 (centres undefined) do in these assays?
3CLpro inhibitor: -1; PrPC surface inh: -5; BoNT A protease: -1.3; Anthrax LF prot: -12; BoNT F protease: -29; MazEF act: 2; CCHF vOTU inh: -3; PriA SSB inh: 3; DUSP3 inh: 21

What do the screens show for `COc1ccc(-c2cn3c(C)c(C(=O)NCCN4CCOCC4)sc3n2)cc1`?
3CLpro inhibitor: -4; Rv3671c protease: -1; PrPC surface inh: 0; BoNT A protease: 3.6; Anthrax LF prot: 6; BoNT F protease: -2; MazEF act: 10; CCHF vOTU inh: -5; PriA SSB inh: -4; DUSP3 inh: 23

Sorted by length of the SMILES (smallest number first): three of the compounds above
What do the screens show for `CC1=NN(c2ccccc2)C(=O)C1C(=O)c1ccccc1` (centres undefined)?
3CLpro inhibitor: -1; Rv3671c protease: -13; PrPC surface inh: 1; BoNT A protease: -0.5; Anthrax LF prot: -2; BoNT F protease: -4; MazEF act: 8; CCHF vOTU inh: -7; PriA SSB inh: -7; DUSP3 inh: 13

What do the screens show for `COc1ccc(-c2cn3c(C)c(C(=O)NCCN4CCOCC4)sc3n2)cc1`?
3CLpro inhibitor: -4; Rv3671c protease: -1; PrPC surface inh: 0; BoNT A protease: 3.6; Anthrax LF prot: 6; BoNT F protease: -2; MazEF act: 10; CCHF vOTU inh: -5; PriA SSB inh: -4; DUSP3 inh: 23

What do the screens show for `CCOC(=O)c1c(/N=C/c2c(O)n(-c3cccc(C)c3)c(=O)[nH]c2=O)sc2c1CCCC2`?
3CLpro inhibitor: -3; Rv3671c protease: 0; PrPC surface inh: -3; BoNT A protease: -0.1; Anthrax LF prot: -1; BoNT F protease: -1; MazEF act: 10; CCHF vOTU inh: 6; DUSP3 inh: 1

Some of the compounds tested, so the mix of outcomes need not match the whole.
